# Assay outcomes deposited in PubChem BioAssay by several laboratories.
# C8 TRAIL sens: sensitizes caspase-8 expressing cells to TRAIL. NB7+C8 cells + TRAIL, ATPlite viability luminescence. inhibition (viability loss, TRAIL sensitization), % at 10 µM. actives 1% (n = 360,000). AID 624354;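 active means compounds causing at least 50% loss of cell viability in the single-dose screen, relative to plate controls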
# COUP-TFII inh: NR2F2 (human) inhibition, primary screen | actives 0.7% (n = 370,000) | AID 686940 | P24468 | inhibition, % at 8.6 µM | HEK293T NGFI-A luciferase reporter, luminescence;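 active means inhibition above a per-plate cutoff, mean inhibition of test wells between control levels plus 3 SD, cut at about 38% in these data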;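 further: cells cotransfected with COUP-TFII expression vector driving the NGFI-A reporter; 0% = median of COUP-TF2 test wells and 100% = reporter-only cells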
# NCOA2 inhibitor: human SRC2 (NCOA2) inhibition; HEK293 GAL4-SRC2 luciferase reporter, luminescence; inhibition, % at 9 µM; actives 0.17% (n = 370,000); AID 651957;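 active means inhibition above the mean inhibition of all tested compounds plus 3 SD, set per campaign, cut at about 52% in these data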;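 further: 0% = DMSO treated cells and 100% = cells given Gossypol at 36 µM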
# Target sequence (Q15596 whole entry, looked up, the tested form may be a part): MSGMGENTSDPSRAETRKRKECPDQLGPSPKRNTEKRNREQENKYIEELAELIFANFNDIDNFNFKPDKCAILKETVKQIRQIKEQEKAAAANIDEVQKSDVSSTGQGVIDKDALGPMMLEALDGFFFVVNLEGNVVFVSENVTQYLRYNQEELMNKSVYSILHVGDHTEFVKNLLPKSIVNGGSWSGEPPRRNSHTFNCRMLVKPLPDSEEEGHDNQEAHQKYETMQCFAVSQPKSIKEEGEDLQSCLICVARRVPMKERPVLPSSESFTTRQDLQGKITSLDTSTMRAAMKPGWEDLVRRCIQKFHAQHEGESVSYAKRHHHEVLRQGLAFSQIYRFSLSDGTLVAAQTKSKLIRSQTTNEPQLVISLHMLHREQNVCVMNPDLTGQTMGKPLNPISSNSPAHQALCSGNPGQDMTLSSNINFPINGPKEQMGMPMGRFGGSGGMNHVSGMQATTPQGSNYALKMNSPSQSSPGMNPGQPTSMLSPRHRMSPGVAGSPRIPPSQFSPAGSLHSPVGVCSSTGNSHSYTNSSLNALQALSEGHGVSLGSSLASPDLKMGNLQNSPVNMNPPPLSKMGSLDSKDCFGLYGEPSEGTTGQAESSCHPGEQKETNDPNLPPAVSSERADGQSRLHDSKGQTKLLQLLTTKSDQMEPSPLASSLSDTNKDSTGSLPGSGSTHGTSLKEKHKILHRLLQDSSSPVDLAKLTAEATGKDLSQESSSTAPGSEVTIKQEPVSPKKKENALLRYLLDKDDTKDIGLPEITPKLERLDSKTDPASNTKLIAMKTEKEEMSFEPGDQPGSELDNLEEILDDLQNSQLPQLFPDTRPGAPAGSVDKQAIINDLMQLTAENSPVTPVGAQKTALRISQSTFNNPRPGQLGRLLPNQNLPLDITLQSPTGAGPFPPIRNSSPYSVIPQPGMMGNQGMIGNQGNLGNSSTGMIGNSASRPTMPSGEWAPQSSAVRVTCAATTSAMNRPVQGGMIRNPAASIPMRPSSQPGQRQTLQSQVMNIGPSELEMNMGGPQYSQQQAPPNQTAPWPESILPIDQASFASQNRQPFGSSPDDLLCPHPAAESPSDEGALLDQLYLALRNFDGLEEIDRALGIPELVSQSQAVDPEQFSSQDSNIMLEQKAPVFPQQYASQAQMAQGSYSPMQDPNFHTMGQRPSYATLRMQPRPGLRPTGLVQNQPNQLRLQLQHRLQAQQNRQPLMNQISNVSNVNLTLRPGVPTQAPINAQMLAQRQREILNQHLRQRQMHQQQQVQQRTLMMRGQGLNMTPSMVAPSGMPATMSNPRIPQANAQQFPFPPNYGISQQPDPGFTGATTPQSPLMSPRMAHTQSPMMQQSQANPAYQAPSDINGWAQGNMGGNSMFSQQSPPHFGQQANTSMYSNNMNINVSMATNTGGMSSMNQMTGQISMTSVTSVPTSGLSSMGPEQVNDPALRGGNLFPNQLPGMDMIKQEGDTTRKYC
# SRC3 inh: inhibitors of human steroid receptor coactivator 3 (SRC3). AID 588352. actives 0.17% (n = 360,000). HEK293 GAL4-SRC3 luciferase reporter, luminescence. inhibition, % at 3.6 µM;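 active means inhibition above a per-campaign cutoff, the mean of all compounds plus 3 SD, cut at about 60% in these data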;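 further: 0% = DMSO-treated cells and 100% = gossypol-treated cells at 36 µM; higher means less SRC3-driven luciferase light from the GAL4 reporter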
# NR5A2 inv ag: inverse agonists of human LRH-1 (NR5A2). O00482. HEK293T StAR-luciferase reporter, LRH-1 transfected, 24 h. inhibition, % at 3.6 µM. actives 0.13% (n = 360,000). AID 602396;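 active means inhibition above the mean inhibition of all tested compounds plus 3 SD, cut at about 73% in these data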;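 further: 0% = DMSO wells and 100% = reporter-only cells lacking LRH-1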
# CF NFkB inh: cystic fibrosis NF-kB activation inhibition; KKLEB NF-kB-GFP reporter, PAF-induced, GFP fluorescence overnight; actives 0.86% (n = 360,000); inhibition, % at 5 µM; AID 588850;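 active means at least 50% inhibition at 5 µM, scaled per plate between neutral and stimulator controls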;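 further: PAF is a Pseudomonas aeruginosa culture filtrate used as stimulus; plate controls were PAF-stimulated DMSO wells for no effect and unstimulated DMSO wells for full effect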
# SRC1 inh: human NCOA1 inhibition | Q15788 | inhibition, % at 3.6 µM | actives 0.12% (n = 360,000) | HEK293 GAL4-SRC1 luciferase reporter, luminescence;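 active means inhibition above the campaign mean plus 3 SD, with each screening campaign given its own cutoff, cut at about 60% in these data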;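 further: 0% = DMSO treated cells and 100% = gossypol at 36 µM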
# EBV LMP1 NFkB: inhibitors of Epstein-Barr LMP1-induced NF-kappaB reporter | LMP1-induced NF-kappaB luciferase reporter cells, luminescence | inhibition, % at 12.5 µM | AID 504558 | actives 0.69% (n = 350,000); in the data active means inhibition above about 41%;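 further: 0% = neutral control wells and 100% = reference inhibitor control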
# TWEAK-Fn14 inh: blocks TWEAK-Fn14 interaction in a reporter cell assay. TWEAK-stimulated Fn14 reporter cells, luciferase luminescence, 8 h. inhibition, % at 10 µM. actives 2% (n = 360,000). AID 1159606; in the data active means inhibition above about 50%
# KKLEB tox: counter-screen for CF NF-kB inhibitors: cytotoxicity | KKLEB CF airway cells viability, ATPlite luminescence, overnight; hits give low values; cells stimulated with P. aeruginosa culture filtrate | activity change (cytotoxicity), % at 5 µM | actives 0.36% (n = 360,000) | AID 602141;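 active means corrected activity change at or below -50% at 5 µM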
# TROY NFkB inh: inhibitors of TROY-dependent NF-kB signaling | AID 1347056 | inhibition, % at 10 µM | actives 0.98% (n = 360,000) | Q293 LMP1-TROYcd NF-kB luciferase reporter, 4 h;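 active means compounds whose plate-normalised and pattern-corrected inhibition of the luciferase reporter signal at the single screening dose is 50% or more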
# Active calls of the source: *; x = not tested or not shown.
SMILES,C8 TRAIL sens,COUP-TFII inh,NCOA2 inhibitor,SRC3 inh,NR5A2 inv ag,CF NFkB inh,SRC1 inh,EBV LMP1 NFkB,TWEAK-Fn14 inh,KKLEB tox,TROY NFkB inh
COCC(=O)OCC(=O)N1N=C(c2ccc(Cl)cc2)CC1c1ccco1 (centres undefined),17,12,21,-3,-7,14,-16,1,42,11,24
COc1ccc(CC(=O)NC2CCN(CC(=O)Nc3ccc4c(c3)OCCO4)CC2)cc1OC,2,4,12,4,23,-4,1,1,-1,7,-4
COc1cc(NC(=S)Nc2ncccc2C)cc(OC)c1OC,-8,-3,-45,-19,-51,6,-37,5,0,-10,-68
CC(O)C(NC=C1C(=O)OC(C)(C)OC1=O)C(=O)O (centres undefined),0,6,20,-7,22,9,5,-6,1,-4,-7
Cc1nn(C)c(C)c1C(C)NC(=O)c1cc(COc2cncc(Cl)c2)on1 (centres undefined),8,-6,11,12,15,6,6,1,0,-4,4
COc1ccc(CN(C(=O)c2ccc(-c3ccccc3)[nH]2)C(C(=O)NC(C)(C)C)c2ccncc2)cc1 (centres undefined),-6,-8,-7,7,-8,0,9,11,10,-1,25
CC1=C(C(=O)OCCOc2ccccc2)C(c2ccc(C)o2)C2=C(CC(C)(C)CC2=O)N1 (centres undefined),-10,-5,-1,11,6,13,-53,0,-4,-1,-21
COc1ccccc1C1(CC(=O)O)CCOC(C(C)C)C1 (centres undefined),5,-19,9,-13,7,-10,-13,1,-8,8,2
Cc1noc(C)c1-c1ccc(C(=O)NCc2cccc(Cl)c2)c2occc12,-3,-47,-46,2,-29,-122,-14,x,31,-4,-22
COc1cc(C(=O)NCC(=O)N/N=C/c2cccs2)cc(OC)c1OC,-10,0,-3,12,8,0,-1,4,0,11,4
O=C(Oc1ccc[nH]c1=O)c1cc([N+](=O)[O-])cc([N+](=O)[O-])c1,3,6,-9,0,13,15,-5,-9,30,-4,4
COc1ccc(S(=O)(=O)N(C)C)cc1NCC(=O)Nc1ccc(F)cc1F,-2,-10,-20,7,-11,2,1,-6,20,-8,-1
CC(=O)Nc1cc(-c2cccc(NS(C)(=O)=O)c2)cn2c(-c3ccccc3)cnc12,5,-17,-15,-15,45,29,4,x,7,-12,4
Cc1cccc(NC(=O)CO/N=C/c2ccc3c(c2)OCO3)c1,-7,-1,-23,2,14,-2,-15,-5,-44,1,-13
CCN(CC(=O)NCC1CCCO1)S(=O)(=O)c1ccc(Cl)cc1 (centres undefined),-13,0,4,3,-7,-17,11,2,5,10,-8
O=C(COC(=O)c1ccccc1NCCO)NCCc1ccccc1,-13,7,-9,4,4,-19,-10,-2,19,22,-11
O=C(Nc1ccc(N2CCOCC2)cc1N1CCOCC1)c1ccco1,10,2,-14,-2,3,9,-9,7,-14,-3,-3
CCn1c(NC(=O)C2CCCCC2)nc2ccccc21,31,0,-15,0,1,-16,-12,2,-42,-1,-6
CSCCC(NC(=O)c1ccc(Cl)c([N+](=O)[O-])c1)C(=O)N1CCN(C/C=C/c2ccccc2)CC1 (centres undefined),65*,-5,-2,-24,2,-6,-48,3,-6,2,-22
COc1ccc(CCN2C(=O)N(c3ccc(OC)cc3)C(=O)C2CC(=O)Nc2ccc(OC)cc2)cc1 (centres undefined),-15,7,14,10,20,-16,-12,0,-3,-1,-10
O=c1c2ccccc2oc2ccc(NCCCn3ccnc3)cc12,50*,-37,-29,-101,-175,-6,-97,9,43,-26,9
S=C(NCCCNC(=S)Nc1ccccc1)Nc1ccccc1,-10,6,-2,6,11,-7,-29,3,18,3,1
CC1(C(=O)NS(=O)(=O)c2cccc(Cl)c2)CCN1C(=O)C1CCCCC1 (centres undefined),-12,0,-2,-6,7,7,8,x,12,-7,-28
CCOC(=O)N1CCC(NC(=O)c2ccc(CS(=O)(=O)c3c(Cl)cccc3Cl)o2)CC1,-25,10,-22,3,-4,-9,-7,-3,4,2,15
O=C(C1CCCCN1S(=O)(=O)c1ccccc1)N1CCN(C(c2ccccc2)c2ccccc2)CC1 (centres undefined),7,18,19,-4,-6,-6,8,-24,-9,2,-16
CCC(C)Oc1cc(-c2ccnc(Nc3cccc(Cl)c3)n2)ccn1 (centres undefined),35,2,6,13,-5,99*,-22,-105,91*,-42,44
CN(CCCn1ccc(NC(=O)OCc2ccccc2)nc1=O)Cc1ccco1,-14,11,-24,3,8,5,-29,0,-2,-11,0
CC(=O)OC(C(=O)NCCc1ccccc1)c1cccnc1 (centres undefined),5,15,5,-8,5,7,-13,-5,6,8,7
COc1ccc(CN(C)C(=O)c2ccc(COc3ccccc3)cc2)c(OC)c1,-5,8,19,1,-14,3,-14,0,-4,-6,29
COc1ccc(-c2nc(C#N)c(N3CCN(C(=O)c4ccco4)CC3)o2)cc1OC,9,-12,2,13,-1,-12,-2,1,-25,0,17
Cc1cccc(NC(=O)CCNS(=O)(=O)c2cccc3nonc23)c1,8,-14,-12,14,0,16,10,4,-13,2,6
O=C(NCc1ccc(F)cc1)C(=O)c1cn(CC(=O)N2CCCC2)c2ccccc12,7,-6,8,3,6,-2,-20,3,-1,-4,2
CC1CCc2c(sc3ncnc(NCCN4CCOCC4)c23)C1 (centres undefined),-4,6,20,-10,23,7,-4,1,-11,0,-1
Cc1c(/C=N/NC(=O)c2cccnc2)cc(C#N)n1C,-1,-12,-11,-8,6,-12,3,4,-3,18,-20
Cc1noc(C)c1NC(=O)N(C)C[C@@H]1Oc2ccc(NC(=O)CCC(F)(F)F)cc2CC(=O)N([C@@H](C)CO)C[C@@H]1C,-1,3,-10,19,15,0,0,-1,-15,2,-5
Cc1ccc2[nH]c(O)c(N=NC(=O)c3ccc(NS(=O)(=O)c4cccs4)cc3)c2c1,10,7,-36,-27,-15,-3,-27,-5,-7,-6,-4

# Ordered by the number under SRC1 inh (highest first): six from the list above.
SMILES	COUP-TFII inh	NCOA2 inhibitor	SRC3 inh	NR5A2 inv ag	CF NFkB inh	SRC1 inh	EBV LMP1 NFkB	TWEAK-Fn14 inh
Cc1c(/C=N/NC(=O)c2cccnc2)cc(C#N)n1C	-12	-11	-8	6	-12	3	4	-3
Cc1noc(C)c1NC(=O)N(C)C[C@@H]1Oc2ccc(NC(=O)CCC(F)(F)F)cc2CC(=O)N([C@@H](C)CO)C[C@@H]1C	3	-10	19	15	0	0	-1	-15
CC1CCc2c(sc3ncnc(NCCN4CCOCC4)c23)C1 (centres undefined)	6	20	-10	23	7	-4	1	-11
CC(=O)OC(C(=O)NCCc1ccccc1)c1cccnc1 (centres undefined)	15	5	-8	5	7	-13	-5	6
O=C(NCc1ccc(F)cc1)C(=O)c1cn(CC(=O)N2CCCC2)c2ccccc12	-6	8	3	6	-2	-20	3	-1
CCC(C)Oc1cc(-c2ccnc(Nc3cccc(Cl)c3)n2)ccn1 (centres undefined)	2	6	13	-5	99*	-22	-105	91*

# The list continues.
SMILES,C8 TRAIL sens,COUP-TFII inh,NCOA2 inhibitor,SRC3 inh,NR5A2 inv ag,CF NFkB inh,SRC1 inh,EBV LMP1 NFkB,TWEAK-Fn14 inh,KKLEB tox,TROY NFkB inh
CC(C)c1ccc(NC(=O)NCc2ccc3c(c2)OCO3)cc1,5,-4,-29,-10,-2,30,10,7,3,-7,-18
CCOC(=O)Cn1nnnc1C(CC)N(Cc1cc2ccc(C)cc2[nH]c1=O)C1CCCC1 (centres undefined),-1,0,8,21,-5,-4,0,7,12,5,-6
CCOc1ccc2oc(C(=O)N(CC)CC(=O)Nc3c(F)cccc3F)c(C)c2c1,8,19,16,-12,13,12,2,1,-2,-2,-19
COc1ccc(NC(=O)N2CCC(O)(c3cccnc3)CC2)c(OC)c1,-2,2,0,5,-2,0,-12,5,-4,-1,-6
O=C(COc1ccc2ccccc2c1)N1CCN(c2ccccc2)CC1,6,14,-19,-4,-6,20,-1,1,-13,0,-7
CC(=O)c1cc(N2CCOCC2)ccc1[N+](=O)[O-],-1,5,-8,-3,13,16,-2,-5,-6,-2,7
CCc1ccc(C(=O)COC(=O)CCc2nc3ccccc3c(=O)[nH]2)cc1,3,2,-2,21,5,7,7,-8,-15,2,-16
CSCCCN1CC[C@@H](N2CCN(c3ccccc3F)CC2)[C@H](O)C1,-1,-1,-1,-14,-9,8,4,0,11,8,-1
COc1ccc(NS(=O)(=O)c2cccc(C(=O)NNC(=O)COc3ccccc3)c2)cc1,4,-3,1,5,7,7,8,-3,7,9,-6
N#Cc1cccc(NC(=O)c2cc(C3CCCCN3C(=O)c3ccc4c(c3)CCO4)on2)c1 (centres undefined),-4,15,-18,-12,-17,-10,5,x,8,17,0
OC(c1ccc(F)cc1)c1nc(-c2cccc(C(F)(F)F)c2)cs1 (centres undefined),2,5,3,-17,-10,9,-10,x,-4,-9,-6
O=C(O)c1cccc(CSc2nnc(-c3cccnc3)o2)c1,2,-15,23,-4,10,7,16,4,34,-9,-18
COc1ccc(NC(=S)NNC(=O)Cn2nc(C(F)F)cc2C(F)F)cc1,5,1,-4,14,4,-29,4,1,-2,7,4
CC(NC(=O)COc1ccccc1)C(=O)N1CCN(c2ccccc2)CC1 (centres undefined),0,-8,10,-12,-18,-5,4,2,13,20,-5
Nc1cc(OC(=O)c2ccc(F)cc2)nn1S(=O)(=O)c1ccc(F)cc1,18,-12,-38,2,-6,2,3,-10,16,10,22
O=C(CSc1nc2ccccc2c(=O)n1-c1ccccc1)N1CCc2ccccc2C1,-5,14,24,27,19,4,9,6,22,-7,19
CCCc1nc2ccc(C)cn2c1Cc1ccccc1C(F)(F)F,0,3,-12,1,2,25,-20,x,-3,-19,-2

# As a working copy, part of the list above.
SMILES,C8 TRAIL sens,COUP-TFII inh,NCOA2 inhibitor,SRC3 inh,NR5A2 inv ag,CF NFkB inh,SRC1 inh,EBV LMP1 NFkB,TWEAK-Fn14 inh,KKLEB tox,TROY NFkB inh
COCC(=O)OCC(=O)N1N=C(c2ccc(Cl)cc2)CC1c1ccco1 (centres undefined),17,12,21,-3,-7,14,-16,1,42,11,24
COc1ccc(CC(=O)NC2CCN(CC(=O)Nc3ccc4c(c3)OCCO4)CC2)cc1OC,2,4,12,4,23,-4,1,1,-1,7,-4
